Screening results: PubChem, The Scripps Research Institute Molecular Screening Center
proKLK7 act: proKLK7 (human) activation, primary screen | purified proKLK7, EDANS-DABCYL substrate fluorescence; 100% is mature enzyme control, 0% vehicle | activation, % at 7 µM | P49862 | hit rate 0.9% among 370,000;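 active = activation above the mean of all tested compounds plus 3 SD, computed per campaign excluding outliers beyond control limits, cut at about 13% in these data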
Target sequence (P49862 whole entry, looked up): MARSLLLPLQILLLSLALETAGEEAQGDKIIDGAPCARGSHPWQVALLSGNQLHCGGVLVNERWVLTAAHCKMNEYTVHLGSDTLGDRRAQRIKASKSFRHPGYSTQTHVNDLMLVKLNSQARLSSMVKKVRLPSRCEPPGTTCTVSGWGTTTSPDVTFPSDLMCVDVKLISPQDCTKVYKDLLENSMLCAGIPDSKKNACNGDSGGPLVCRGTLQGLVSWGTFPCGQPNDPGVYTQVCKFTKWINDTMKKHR
PRMT1 inh: PRMT1 (human) inhibition, primary screen; recombinant PRMT1, activity-based probe fluorescence polarization; inhibition, % at 2.79 µM; Q99873; hit rate 1.3% among 370,000; AID 652257;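 active = inhibition above about 21% made by adding two undisclosed values, limit read from the data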
DDE Tn7 FP inh: DD(E)-Tn7 binding inhibition, primary FP screen. FP displacement of FITC-Tn7 peptide from fibrin DD(E); 0% = median of compound wells per plate. inhibition, % at 8.3 µM. hit rate 0.13% among 370,000;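 active = inhibition above the mean of compounds falling within the control limits plus 3 SD of them, cut at about 14% in these data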;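 also: 0% = plate median of compound wells and 100% = 10 µM Aha-Tn7 peptide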
Target sequence (P02675 whole entry, looked up): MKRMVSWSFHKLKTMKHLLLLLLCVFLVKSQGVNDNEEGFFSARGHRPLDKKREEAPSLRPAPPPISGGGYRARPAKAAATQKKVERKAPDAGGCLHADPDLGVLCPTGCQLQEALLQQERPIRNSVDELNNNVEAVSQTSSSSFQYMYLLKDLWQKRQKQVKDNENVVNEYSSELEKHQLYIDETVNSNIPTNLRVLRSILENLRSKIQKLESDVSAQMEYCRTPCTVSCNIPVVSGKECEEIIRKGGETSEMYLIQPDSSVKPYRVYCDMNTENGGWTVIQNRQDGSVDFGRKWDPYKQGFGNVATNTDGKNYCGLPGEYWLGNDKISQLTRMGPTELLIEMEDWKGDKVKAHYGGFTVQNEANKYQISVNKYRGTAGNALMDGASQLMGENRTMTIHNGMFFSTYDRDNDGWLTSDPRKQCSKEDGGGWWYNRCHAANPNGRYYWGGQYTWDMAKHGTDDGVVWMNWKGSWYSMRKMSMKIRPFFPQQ
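Assay system: Human fibrin DD(E) protein | Medium: Tris buffer with calcium and detergent, pH 7.8 | Reagent: 0.1 µM fluorescent Tn7 | Compound dosing: Single point at 8.3 µM | Times: 10 min preincubation, 3 h with tracer, room temperature | Detection: Fluorescence polarization of the labelled Tn7 tracer | Controls: Aha-Tn7 high control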
TCR-CD3 inh: blocks the human TCR-CD3 interaction; TAMRA-labeled TCR probe fluorescence, biochemical; inhibition, % at 9.4 µM; hit rate 0.37% among 360,000; in the data active = inhibition above about 19%;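 also: recombinant mutant TCR 2C K166C tagged with TAMRA read by polarization; 0% = receptor in buffer alone and 100% = receptor with positive control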
Tn6 DDE FP: DD(E)-Tn6 binding inhibition, primary FP screen; Fibrin DD(E) TRITC-Tn6 fluorescence polarization displacement; hit rate 0.21% among 370,000; inhibition, % at 8.3 µM; P02675;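 active = inhibition above a per-campaign cutoff: mean of compounds within control limits plus 3 SD, cut at about 15% in these data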;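 also: 0% = median of all compound wells on the plate and 100% = blocking peptide control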
LEDGF integ inh: blocks HIV-1 LEDGF/p75-dependent DNA integration; TR-FRET IN-LEDGF/p75 DNA integration, Eu/Cy5; inhibition, % at 3.7 µM; hit rate 0.64% among 370,000; AID 743269;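 active = inhibition above the screen-wide mean plus 3 SD, cut at about 13% in these data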;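 also: signal is the Cy5 over europium emission ratio at 671 and 618 nm; 0% = plate median of compound wells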
UHRF1 MBD2 ctr: human UHRF1 methylated DNA binding inhibitors. AID 687016. hit rate 0.75% among 370,000. inhibition, % at 4.4 µM. UHRF1 binding to methylated oligo, TR-FRET. Q96T88; in the data active = inhibition above about 21%;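 also: UHRF1 SRA domain binding a hemimethylated CpG hairpin DNA probe; 0% = median of test compound wells and 100% = reference inhibitor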
MBD2 inh: MBD2-methylated oligo binding inhibition; TR-FRET, MBD2 binding to methylated oligonucleotide; AID 686964; hit rate 0.31% among 370,000; inhibition, % at 4.4 µM; Q9UBB5; in the data active = inhibition above about 13%
TDP2 inh: blocks human TDP2 phosphodiesterase activity. O95551. recombinant TDP2, T5PNP hydrolysis, p-nitrophenol absorbance 415 nm. inhibition, % at 12.8 µM. hit rate 0.34% among 370,000. AID 720702;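 active = inhibition above the mean of all tested compounds plus 3 SD, set per campaign, cut at about 25% in these data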;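 also: 0% = DMSO with enzyme and 100% = buffer with substrate but no TDP2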
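System – recombinant human TDP2 · Quantity – TDP2 enzyme at 120 nM final · Doses – single concentration, 12.8 µM nominal, with 1% DMSO · Incubation – 2 h at 37 °C · Measured by – epi absorbance of p-nitrophenol freed from T5PNP by hydrolysis · Read-out – % inhibition relative to enzyme-containing and enzyme-free wells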
SIAE primary: inhibitors of human sialic acid acetylesterase SIAE | inhibition, % at 9.66 µM | AID 1053197 | Q9HAT2 | SIAE FP-Rh probe binding, fluorescence polarization | hit rate 0.69% among 370,000;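 active = inhibition above a cutoff: mean of compounds within the control limits plus 3 SD of those, cut at about 17% in these data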;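 also: 0% = plate median of compound wells and 100% = probe without SIAE protein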
Active calls of the source: *.

SMILES	proKLK7 act	PRMT1 inh	DDE Tn7 FP inh	TCR-CD3 inh	Tn6 DDE FP	LEDGF integ inh	UHRF1 MBD2 ctr	MBD2 inh	TDP2 inh	SIAE primary
CCN(CC)S(=O)(=O)c1cc(NC(=O)COC(=O)c2c(C)noc2C)ccc1C	0.1	-4	-3	-5	1	6	-2	2	14	1
Cc1cc(NC(=O)CSCC(=O)N2CCN(c3cccc(C(F)(F)F)c3)CC2)no1	0.4	-1	6	2	4	0	0	-2	-13	-13
CCCC(=O)NC(=S)Nc1ccccc1N1CCOCC1	0.3	2	-2	-7	1	-1	7	7	-6	-8
CS(=O)(=O)N(CCc1ccccc1)CC(N)=O	-0.3	-3	5	-1	-3	1	-1	-5	3	3
CSCCC(NC(=O)c1ccccc1)C(=O)N1CCN(C(=O)c2ccccc2)CC1 (stereo not drawn)	0.0	-5	-5	-2	-3	1	-1	3	-2	-4
Clc1ccc(-c2noc(COc3ccccc3)n2)cc1	-1.2	6	7	-2	2	0	8	11	7	-9
NC(=S)NNc1ccc(Cl)c(Cl)c1	0.5	12	-10	1	-2	2	1	-1	0	-5
O=C(Nc1cc(S(=O)(=O)N2CCOCC2)ccc1O)c1ccc(S(=O)(=O)N2CCCCC2)cc1	0.7	-5	8	5	1	2	-1	-4	-1	9
C=CCOC(=O)CSCC(NC(=O)OC(C)(C)C)C(=O)OCC (stereo not drawn)	0.3	6	-4	2	-6	-3	6	4	1	-7
CC(=O)Nc1nc(C)c(Oc2ccccc2)c(=O)[nH]1	0.4	1	-5	7	-1	-1	-1	0	12	-1
COc1cc(OC)nc(Nc2nc(C(N)Cc3ccc(F)cc3)cs2)n1 (stereo not drawn)	-0.5	7	-4	-4	-7	4	6	2	-3	3
O=C1C=CC(=Nc2ccc3c(c2)C(=O)c2ccccc2-3)O1	0.1	12	-6	-3	-3	3	-15	-18	-5	-7
CCOc1ccccc1N(CC(=O)NCc1ccco1)C(=O)CCC(=O)Nc1nccs1	-0.1	0	1	-8	8	-1	2	3	2	1
CCOc1cc(-c2nc(-c3ccncc3)no2)cc(OCC)c1OCC	-0.5	4	4	-3	2	-1	1	5	-1	-5
COc1ccc(C(=O)Nc2nc(CC(=O)NCCc3ccccc3OC)cs2)cc1	0.1	-3	1	7	6	-3	1	3	13	3
O=C(Cc1ccc(-n2c(=O)c3ccccc3n(CC(=O)Nc3ccc(F)cc3F)c2=O)cc1)NCc1ccco1	0.5	-3	7	0	6	0	-4	-6	11	-18
CCOC(=O)C1=C(C)N(CCCC(=O)O)C(=O)NC1c1ccccc1OC(=O)c1cccs1 (stereo not drawn)	0.1	-1	-2	5	13	-2	0	-3	7	-9
CCOC(=O)N1CCN(C(=O)C[C@@H]2C[C@@]3(C(=O)OCC)CCCC=C3N(Cc3ccc4c(c3)OCO4)C2=O)CC1	0.1	-4	2	3	-3	0	0	-13	2	-1
O=C(O)c1cnn2c(-c3ccccc3)ccnc12	2.7	-4	6	0	7	-3	0	0	10	-1
CN1OC[C@@H]2CN3C(=O)N(c4cccc5ccccc45)c4ccccc4[C@@H]3C[C@@H]21	-0.3	-3	1	3	2	-1	0	-1	-1	5
CCOC(=O)C(Cc1ccccc1)(NC(C)=O)C(=O)OCC	-0.5	-1	5	-5	0	-1	-2	-1	-6	4
NC(=O)c1ccc(NC(=O)CN2CCOCC2)cc1	0.1	0	-1	-6	9	0	-2	2	8	-3
COc1ccc(NC(=O)c2cccc3ccccc23)cc1	-0.5	-7	1	-2	-1	9	0	0	-20	-6
CC(Oc1ccccc1)c1ccnc(N)n1 (stereo not drawn)	-0.2	2	-1	-2	5	-4	-1	0	-8	1
COC(=O)Cc1c(C)c2ccc(O)c(CN3CCCC(C)C3)c2oc1=O (stereo not drawn)	53*	-2	-3	11	1	2	1	6	-9	-2
Cn1c(=O)[nH]c(=O)c2c1nc(SCC(=O)O)n2CCc1ccccc1	0.1	26*	-1	1	-3	-1	2	3	6	8
COCc1cc(N2CCN(C(=O)OC(C)(C)C)C[C@@H]2C)ccc1N1CCN(Cc2ccccc2)[C@@H](C)C1	0.8	2	-6	2	7	-1	4	2	1	5
CCOC(=O)c1cnc(SC)nc1Oc1cccc(NS(=O)(=O)c2ccc(Cl)cc2)c1	-0.4	3	2	2	5	3	0	5	5	-4
COc1cc(N)ccc1C(=O)O	0.0	1	2	-5	2	2	6	3	-1	7
CCOC(=O)C1CCCN(C(=O)CSCc2ccccc2)C1 (stereo not drawn)	-0.1	-2	-4	3	-4	-2	-1	-4	11	-3

6 structures out of the list, sorted by count of non-hydrogen atoms, low to high.
SMILES	proKLK7 act	PRMT1 inh	DDE Tn7 FP inh	TCR-CD3 inh	Tn6 DDE FP	LEDGF integ inh	UHRF1 MBD2 ctr	MBD2 inh	TDP2 inh	SIAE primary
NC(=S)NNc1ccc(Cl)c(Cl)c1	0.5	12	-10	1	-2	2	1	-1	0	-5
CC(=O)Nc1nc(C)c(Oc2ccccc2)c(=O)[nH]1	0.4	1	-5	7	-1	-1	-1	0	12	-1
CCOc1cc(-c2nc(-c3ccncc3)no2)cc(OCC)c1OCC	-0.5	4	4	-3	2	-1	1	5	-1	-5
CN1OC[C@@H]2CN3C(=O)N(c4cccc5ccccc45)c4ccccc4[C@@H]3C[C@@H]21	-0.3	-3	1	3	2	-1	0	-1	-1	5
CCOc1ccccc1N(CC(=O)NCc1ccco1)C(=O)CCC(=O)Nc1nccs1	-0.1	0	1	-8	8	-1	2	3	2	1
O=C(Cc1ccc(-n2c(=O)c3ccccc3n(CC(=O)Nc3ccc(F)cc3F)c2=O)cc1)NCc1ccco1	0.5	-3	7	0	6	0	-4	-6	11	-18

Remaining list, next part:
SMILES	proKLK7 act	PRMT1 inh	DDE Tn7 FP inh	TCR-CD3 inh	Tn6 DDE FP	LEDGF integ inh	UHRF1 MBD2 ctr	MBD2 inh	TDP2 inh	SIAE primary
CSCC[C@H](NC(=O)N1CCn2c1nc1ccccc12)C(=O)NCC1CCCO1 (stereo partly drawn)	0.1	-2	4	0	-5	2	9	-5	-3	5
O=C1C2ON(c3ccccc3)C(c3ccncc3)C2C(=O)N1c1ccc(Br)cc1 (stereo not drawn)	0.0	7	2	3	1	-2	-2	-5	3	-1
CCC(=O)C1CCCN(C(=O)c2ccc(OC3CCN(C(=O)c4cccnc4)CC3)cc2)C1 (stereo not drawn)	0.6	2	2	-3	-9	-3	1	2	5	10
O=C(Cn1cc([N+](=O)[O-])ccc1=O)NC1CCCCC1	0.0	-2	-8	-5	2	-2	-4	-4	6	8
CCc1ccc(NC(=O)C2CCCN(S(=O)(=O)c3c(C)[nH]c(=O)[nH]c3=O)C2)cc1 (stereo not drawn)	-0.5	-2	-1	5	2	0	-2	-1	-3	-4
S=C1N(c2ccccc2)CN(CCN2CCOCC2)CN1c1ccccc1	-0.4	4	-3	-6	0	-2	0	3	2	-2
CC1CCN(c2c(NCc3ccc(C(=O)NCc4ccccc4)cc3)c(=O)c2=O)CC1	0.0	-3	-3	1	0	4	2	1	-8	0
O=C(Cc1ccccc1)N(c1ccc(F)cc1)C1C=CS(=O)(=O)C1 (stereo not drawn)	0.0	0	-4	-3	-4	1	-3	-7	-21	4
CCc1cc(=O)oc2c3c(cc(OCC(=O)NCCCC(=O)O)c12)OC(C)(C)CC3	29*	-3	-1	-2	0	-3	-1	-5	17	1
COC(=O)C1=C(C)N(CCc2ccccc2)C(=O)C1(NS(=O)(=O)c1ccc(NC(C)=O)cc1)C(F)(F)F (stereo not drawn)	0.0	4	4	3	-3	-2	0	5	1	-2
CCOC(=O)c1[nH]cnc1C(=O)Nc1ccccc1	0.3	-1	-1	1	2	2	0	4	4	5
CC(C)C[C@@H](CO)N1CCN(Cc2cccnc2)CCC1=O	0.5	-1	-1	9	3	2	0	1	9	2
CCc1ccc([C@H]2[C@@H]3C(=O)C[C@@H]4C(=O)NC(=O)[C@@H]4[C@@H]3CN2S(=O)(=O)c2ccc(C)cc2)cc1	-0.2	-7	-1	-1	0	1	-2	-5	1	4
CCCCNS(=O)(=O)c1ccc(NS(=O)(=O)c2c(C)cc(C)cc2C)cc1	0.4	0	6	-5	-6	2	1	-7	7	3
Cc1nc2ccccc2c(=O)n1NC(=O)c1ccc(C(C)(C)C)cc1	0.1	-1	-7	0	4	4	5	-1	-9	-4
COc1ccc(CCNC(=O)c2cc(S(=O)(=O)N3CCCCC3)c[nH]2)cc1OC	-0.1	-1	1	4	3	1	-2	-6	0	5
CCCC1C(C#N)=C(N)Oc2cc(C)n(C)c(=O)c21 (stereo not drawn)	-20	2	-2	5	3	-2	-1	-4	0	4
CC(CCc1ccccc1)NC(=O)CN1CCN(Cc2ccccc2)C1=O (stereo not drawn)	0.4	-1	-3	-6	2	-2	2	0	-4	-2
O=[N+]([O-])c1cccc(/C=C/c2ccccn2)c1	-0.1	1	7	3	0	-1	-5	-4	-5	0
CCOC(=O)C1=C[C@@H](C(C)C)N(S(=O)(=O)c2ccc(C)cc2)[C@H]1c1ccc(C(F)(F)F)cc1	-0.8	-2	3	6	-5	3	4	3	-9	-2
C[C@@H]1CN([C@@H](C)CO)C(=O)c2cc(Br)cnc2O[C@H]1CN(C)C(=O)Nc1ccc2c(c1)OCO2	-0.1	3	-10	-1	-14	4	-1	1	-9	4
COCCCn1c(CCC(=O)O)ccc1-c1cccs1	13*	3	1	2	11	-1	12	1	-6	3

Records listed above marked active in PRMT1 inh.
SMILES	proKLK7 act	PRMT1 inh	DDE Tn7 FP inh	TCR-CD3 inh	Tn6 DDE FP	LEDGF integ inh	UHRF1 MBD2 ctr	MBD2 inh	TDP2 inh	SIAE primary
Cn1c(=O)[nH]c(=O)c2c1nc(SCC(=O)O)n2CCc1ccccc1	0.1	26*	-1	1	-3	-1	2	3	6	8
